# High-throughput results from PubChem BioAssay.
# V-ATPase pH: alters yeast V-ATPase proton transport; S. cerevisiae, pHLuorin cytosolic pH fluorescence; response, % at 10 µM; 350,000 tested, 0.37% active; AID 504577; in the data active means response mostly above about 7.3%, no sharp cut-off; inactive means mostly below about 5.4%; further: actives read high; inactives centre near 0; some compounds called inactive have numbers as strong as hits
# CDK5 p35 inh: blocks human CDK5/p35 kinase activity. Q00535+Q15078. Recombinant CDK5/p35, ADP-Glo luminescence, 60 min. inhibition, % at 10 µM. 330,000 tested, 0.01% active;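 active means highest replicate inhibition of at least 50% and at least 75% of replicates reaching 50%; inconclusive means only one of the two criteria met; inactive means both criteria failed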;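 further: plate controls were DMSO neutral control for no effect and GW8510 at 10 µM for full effect; many of its hits are not listed in these tables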
# Target sequence (Q00535 whole entry, looked up): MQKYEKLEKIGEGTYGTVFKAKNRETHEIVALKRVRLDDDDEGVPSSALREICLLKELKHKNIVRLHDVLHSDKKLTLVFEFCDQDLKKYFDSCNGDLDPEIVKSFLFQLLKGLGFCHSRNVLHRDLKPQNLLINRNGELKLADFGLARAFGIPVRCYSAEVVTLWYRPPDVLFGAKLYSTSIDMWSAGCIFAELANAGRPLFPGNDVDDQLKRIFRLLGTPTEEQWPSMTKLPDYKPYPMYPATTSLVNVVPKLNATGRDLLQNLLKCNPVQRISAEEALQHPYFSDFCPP
# Target sequence (Q15078 whole entry, looked up): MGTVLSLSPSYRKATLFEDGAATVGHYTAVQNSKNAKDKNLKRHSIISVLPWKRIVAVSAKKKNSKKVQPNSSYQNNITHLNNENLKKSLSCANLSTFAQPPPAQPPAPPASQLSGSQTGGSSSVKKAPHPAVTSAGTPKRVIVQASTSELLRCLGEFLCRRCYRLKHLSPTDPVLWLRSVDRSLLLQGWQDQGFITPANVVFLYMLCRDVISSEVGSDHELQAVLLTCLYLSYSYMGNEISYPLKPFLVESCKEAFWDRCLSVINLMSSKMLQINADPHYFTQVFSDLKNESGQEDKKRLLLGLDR
# dFosB activator: mouse delta FosB homodimer activation; P13346; purified delta FosB, TAMRA-CDK5 oligo fluorescence polarization; percent of positive-control signal above neutral wells; activation, % at 25 µM; 340,000 tested, 0.99% active;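 active means mean activation above about 17%, with every replicate also reaching it, limit read from the data, passing the limit was not always enough; inconclusive means only one of the two conditions met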;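 further: fluorescence polarization rise as delta FosB binds a TAMRA Cdk5 AP-1 oligo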
# Target sequence (P13346 whole entry, looked up): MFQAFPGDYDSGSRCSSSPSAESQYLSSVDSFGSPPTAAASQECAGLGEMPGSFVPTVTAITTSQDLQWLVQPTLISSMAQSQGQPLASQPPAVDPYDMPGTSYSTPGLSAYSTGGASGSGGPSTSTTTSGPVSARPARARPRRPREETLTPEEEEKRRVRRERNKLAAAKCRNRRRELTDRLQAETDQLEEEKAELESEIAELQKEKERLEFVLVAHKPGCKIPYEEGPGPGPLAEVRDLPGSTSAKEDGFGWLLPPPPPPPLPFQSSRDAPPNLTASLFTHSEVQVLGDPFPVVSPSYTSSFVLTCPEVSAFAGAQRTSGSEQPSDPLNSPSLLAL
# CAL PDZ FP-1: inhibitors of human CAL PDZ peptide binding | purified CAL PDZ, TMR-peptide fluorescence polarization, 1 h | inhibition, % at 24.9 µM | AID 602252 | 300,000 tested, 0.92% active;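 active means mean inhibition of at least 30% with at least half of replicates also reaching 30%; inconclusive means no clear call, values can overlap the other calls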;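 further: 0% = DMSO neutral control and 100% = excess unlabeled competitor peptide PRC23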
# Wnt bcat act: activates Wnt/beta-catenin signaling in a reporter cell assay | 300,000 tested, 1.2% active | activator, plate reader | activation, % at 9.35 µM | AID 743398; in the data active means activation above about 30%, passing the limit was not always enough; inconclusive means no clear call, values can overlap the other calls;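 further: 0% = neutral control wells and 100% = positive control wells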
# Rtt109 HAT inh: inhibitors of Candida albicans Rtt109/Vps75 histone acetyltransferase; 330,000 tested, 0.16% active; inhibition, % at 34.9 µM; AID 540336; Q5AAJ8; purified Rtt109/Vps75, ThioGlo CoA-SH fluorescence, 4 h;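 active means inhibition of at least 50% in every replicate; inconclusive means best replicate reaches 50% inhibition but some replicates fall short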
# cardiac RTF act: increases calcium sensitivity of human cardiac regulated thin filaments; P19429+P45379; IANBD-labeled TnC RTF fluorescence at EC20 calcium; 0% EC20 calcium, 100% full calcium; activation, % at 7.2 µM; 340,000 tested, 0.24% active;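 active means activation above the mean over all tested compounds plus 3 SD, cut at about 30% in these data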;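 further: rise in fluorescence read as greater calcium sensitivity of cardiac thin filaments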
# Tat export inh: blocks Tat-dependent protein export in E. coli; E. coli MC4100 TorA-mCherry Tat export, fluorescence; inhibition, % at 10 µM; 340,000 tested, 0.036% active; AID 488895;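 active means mean replicate inhibition at least 50% and at least half of replicates individually reaching 50%; inconclusive means only one of the two criteria met; inactive means neither criterion met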;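 further: exported cargo escapes ClpAP degradation while cytoplasmic cargo is degraded and loses fluorescence; 0% = median of neutral control wells and 100% = median of NaSCN control wells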
# CAL PDZ FP-2: human CAL PDZ-peptide interaction inhibition. Q9HD26. purified CAL PDZ, TMR-peptide fluorescence polarization, 1 h. inhibition, % at 20 µM. 330,000 tested, 0.02% active. AID 504414;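 active means highest replicate inhibition of at least 40%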;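 further: plate controls were DMSO neutral control wells for no effect and unlabeled competitor peptide control wells for full effect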
#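 Material: tagged CAL PDZ protein CerCALP, purified; buffer or medium: sodium phosphate/NaCl buffer pH 7.4 with TCEP, IgG, Thesit; also added: fluorescent TMR peptide probe; schedule: 1 h incubation at room temperature before polarization reading; technique: fluorescence polarization from S- and P-plane intensities, G-factor corrected; control set: unlabelled peptide and DMSO controls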
# MITF TRPM1 HTS: activators of MITF-driven TRPM1 promoter activity in SK-MEL-5 cells. SK-MEL-5 TRPM1-promoter luciferase, 24 h; % of positive control, neutral wells = 0. activation, % at 12.5 µM. 300,000 tested, 0.75% active. AID 588334;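 active means mean activation of at least 80% with every replicate also reaching 80%; inconclusive means mean reaches 80% but some replicate falls short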;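 further: 0% = neutral control wells and 100% = parthenolide positive control wells; values of inactives mirror those of a sister screen read the other way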
# The depositor's hits bear a star; ? = inconclusive; nt = not tested or not shown.
# Sample of the layout (two entries):
SMILES,V-ATPase pH,CDK5 p35 inh,dFosB activator,CAL PDZ FP-1,Wnt bcat act,Rtt109 HAT inh,cardiac RTF act,Tat export inh,CAL PDZ FP-2,MITF TRPM1 HTS
CCOC(=O)N1CCN(CC(=O)Nc2ccc([N+](=O)[O-])cc2C(=O)Nc2ccccc2F)CC1,-2,0.2,-10,-1,4,18,0,0,-3.3,3
Cc1ccc(CN2CCCOCCS2(=O)=O)cc1,-1,1.1,-1,-5,12,3,-4,-13,0.0,3

# The whole of this part (from the top)
SMILES,V-ATPase pH,CDK5 p35 inh,dFosB activator,CAL PDZ FP-1,Wnt bcat act,Rtt109 HAT inh,cardiac RTF act,Tat export inh,CAL PDZ FP-2,MITF TRPM1 HTS
CCOC(=O)N1CCN(CC(=O)Nc2ccc([N+](=O)[O-])cc2C(=O)Nc2ccccc2F)CC1,-2,0.2,-10,-1,4,18,0,0,-3.3,3
Cc1ccc(CN2CCCOCCS2(=O)=O)cc1,-1,1.1,-1,-5,12,3,-4,-13,0.0,3
CC1(C)CC(=O)C2=C(C1)NC(=O)CC2c1ccc(F)cc1 (stereo not given),-1,-0.1,-2,-3,nt,-2,-3,4,-0.2,5
CCC(=O)NC(c1ccc(N(C)C)cc1)c1c(O)ccc2ccccc12 (stereo not given),-1,-1.1,-6,-3,-1,1,3,-8,0.1,-7
COc1cc(C2C(C#N)=C(N)OC3=C2C(=O)CC(C)(C)C3)ccc1OC(=O)N1CCOCC1 (stereo not given),-1,-0.3,0,3,nt,nt,6,5,-1.6,-6
FC(F)(F)Oc1ccc(Nc2nc(N3CCOCC3)nc(N3CCOCC3)n2)cc1,-4,0.4,-10,-2,-3,7,-2,-2,-2.5,43
CCn1cc(/C=N/N=C2\CCC3C4CCc5cc(O)ccc5C4CC[C@]23C)c(C)n1 (stereo not given in full),2,1.8,-5,nt,1,2,-2,-2,0.2,nt
CC(C)CC(=O)Nc1nnc(SCC(=O)NCc2ccc3c(c2)OCO3)s1,-2,1.4,2,1,-2,13,3,7,-0.6,8
c1ccc(OCc2nn3c(-c4ccncc4)nnc3s2)cc1,2,0.4,-1,0,-3,-5,-2,-15,-0.4,15
N#CCn1c(CCl)nc2ccccc2c1=O,-2,-2.8,4,-3,0,-11,3,-7,-1.9,-12
CN1CCCN(C(=O)CC2(CC(=O)O)CCCCC2)CC1,2,1.7,-7,-1,1,-3,4,-3,0.7,-5
O=C(NCc1ccco1)NC1CCCCC1,-1,-0.3,11,-2,-2,3,1,3,-0.5,-1
CC(c1cccs1)N(Cc1ccco1)C(=S)Nc1ccccc1Cl (stereo not given),2,-3.1,-3,7,3,-2,-2,0,-1.0,14
CCOC(=O)c1ccc(NS(=O)C23CC4CC(CC(C4)C2)C3)cc1 (stereo not given),4,0.4,-5,-2,nt,12,-2,-3,-2.7,12
CC(C)(C)N=C(NS(=O)(=O)c1cccs1)c1ccccc1,2,-0.2,-4,-1,0,12,0,-4,-2.0,5
Cc1ccc(NC(=O)CCCNC(=O)c2ccc(Cl)cc2)cc1S(=O)(=O)N1CCOCC1,1,-1.2,-1,-7,-8,4,-4,-2,-1.5,-2
O=C(N/N=C\c1ccc(-c2ccc([N+](=O)[O-])cc2)o1)c1ccc2c(c1)OCO2,-1,1.0,-7,nt,nt,-5,-2,-1,0.0,11
COc1ccc(F)cc1C(=O)C1CCCN(C(=O)c2ccccc2N(C)C)C1 (stereo not given),-1,-6.2,-8,-6,-5,-5,-4,9,0.3,-2
COc1ccc(CCNc2nc(=S)[nH]c3cc(OC)c(OC)cc23)cc1OC,1,0.1,11,-2,-5,2,4,-1,-3.1,5
O=C(Oc1ccc(C(=S)N2CCOCC2)cc1)c1ccc(F)cc1,1,-0.5,-1,-5,0,-9,7,1,-2.3,nt
O=[N+]([O-])c1cccc(/C=N/Nc2nc(C(Cl)(Cl)Cl)nc3ccccc23)c1,5,-2.2,-3,-1,nt,-11,-1,0,-1.5,-1
O=c1c2ccccc2cnn1Cc1ccc(Cl)c(Cl)c1,2,2.5,-7,-4,-4,4,3,5,-1.8,nt
C=CC[C@@H](CC(=O)N[C@@H](CO)Cc1ccccc1)C(=O)N[C@H](COC(=O)[C@@H](CC=C)Cc1ccc(F)cc1)Cc1ccccc1,-1,0.0,1,-3,-7,-6,1,0,-0.4,4
CCCCNC(=O)c1ccc(NS(=O)(=O)c2ccccc2)cc1,-3,0.0,-6,-6,nt,-2,3,1,nt,-4
C/C(=N\NC(=O)Cc1ccc(Cl)c(Cl)c1)c1cccnc1,5,-1.0,-12,0,0,-28,1,1,-1.6,0
Cc1ccsc1CN1CC(=O)N(c2c(C)cccc2C)C1=S,7.4*,-2.0,-1,1,-1,3,7,30,-0.8,2
COc1ccccc1S(=O)(=O)Cc1ccc(C(=O)NCCN(C)C)o1,1,0.9,-6,nt,0,-22,6,-6,-0.7,nt
CCOC(=O)N1CCN(C(=O)COc2ccc(Cl)cc2C)CC1,4,1.7,-13,5,nt,-5,-4,-7,-0.6,5
COC1=C/C(=C/c2c(N)n3nc(-c4ccc(C)cc4)sc3nc2=O)C=CC1=O,-1,-5.1,-14,4,9,10,11,-5,-1.6,20
COCCNC(=O)c1c[nH]c2ccc(OC)cc2c1=O,0,0.4,-5,2,-1,-2,-2,4,-4.4,nt
O=C(Cn1cc2c(n1)CCCCC2)N1CCCCC1,3,1.3,-1,-4,5,-16,4,-13,-1.0,11
CNC(=O)NC(=O)COC(=O)c1ccc(-n2c(C)ccc2C)cc1,-1,0.3,-11,-3,nt,-1,3,-5,1.6,2
COc1ccccc1-n1cnnc1SCC(=O)c1cc(C)n(Cc2cccs2)c1C,2,-1.3,-12,-8,nt,2,5,2,-1.9,10
C=CCn1c(COc2ccc(OC)cc2)nnc1SC(C)C(=O)NC1CC1 (stereo not given),-2,-0.1,3,-2,0,1,1,5,-1.6,nt
COc1ccc(S(=O)(=O)NCc2ccco2)cc1NC(=O)c1ccccc1,-3,0.1,-10,-1,2,-2,-3,6,-2.3,nt
O=c1[nH]c(C2CCN(S(=O)(=O)c3ccccc3F)CC2)nc2c1nnn2Cc1ccc(F)cc1,-4,1.1,-7,-3,-4,22,-2,3,-2.9,5
CCCCN1Cc2cc(C(=O)c3cc(OC)ccc3O)cnc2NC1=O,1,-0.8,-8,-3,-5,13,2,-7,-0.4,7
NC12CCc3c(no[n+]3[O-])C1(O)CC(c1ccccc1)=[N+]2[O-] (stereo not given),-2,-2.6,3,-5,-1,12,-4,-9,-0.3,2
O=C(COc1cccnc1[N+](=O)[O-])Nc1ccc(S(=O)(=O)N2CCOCC2)cc1,-2,1.7,4,-3,-1,-4,4,1,-0.9,-5
Nc1c(C(=O)CSc2nncn2-c2ccccc2)c(=O)[nH]c(=O)n1C1CC1,1,-0.4,-1,-2,4,3,-1,-11,0.2,nt
C[C@H](CO)N1C[C@H](C)[C@@H](CN(C)CC2CC2)Oc2c(NS(=O)(=O)c3ccc(F)cc3)cccc2C1=O,3,3.4,-3,3,-2,-7,-2,-6,-0.3,6
CCOc1ccccc1NC(=O)NCc1ccc2c(c1)OCO2,2,2.3,-1,-1,0,2,-6,?,0.1,2
O=C(c1cc(F)c(F)cc1Cl)N1CCN(c2ccc([N+](=O)[O-])c3ncccc23)CC1,-1,0.4,-7,-4,-2,-2,9,-7,-1.1,0
CCCc1[nH]nc2c1C(c1cccc(OC(=O)c3ccco3)c1)C(C#N)=C(N)O2 (stereo not given),0,-1.9,-9,-2,nt,-2,1,6,-0.3,8
CC1(C)NC(=O)N(CC(O)CN(c2ccccc2)S(=O)(=O)c2ccccc2[N+](=O)[O-])C1=O (stereo not given),1,-5.6,-1,-2,-4,-4,0,2,-2.9,6
CCCN(C(=O)COC(=O)CCOc1ccccc1)c1c(N)n(Cc2ccccc2)c(=O)[nH]c1=O,0,-0.6,16,-9,-3,1,-6,8,-1.0,6
COC(=O)c1ccc(CSc2nnc(Nc3ccc(C)cc3)s2)o1,0,0.8,0,-1,nt,1,0,3,0.4,-9
COc1ccc(-c2nc(CCNC(=O)c3ccc(Br)o3)cs2)cc1,-2,1.0,-7,-5,2,-1,-2,-3,-1.6,3
COC(=O)c1ccccc1NC(=S)NC(=O)c1ccccc1C,1,0.2,-3,-3,nt,-8,-1,-4,nt,-5
COc1ccc2[nH]cc(CCNC(=O)COc3cc(C)cc4oc(=O)cc(C)c34)c2c1,-2,0.0,-10,-7,0,2,0,-1,-0.5,-15
NC(=O)C1CCN(C(=O)CCc2nc3ccccc3c(=O)[nH]2)CC1,1,-0.3,5,1,-1,1,-5,0,-0.1,-5
O=C(N/N=C/c1ccncc1)c1ccc(NC(=O)c2ccc(Cl)cc2)cc1,1,0.3,65*,nt,21,2,-3,-5,-7.4,-5
Cc1ccc2nc(SCC(=O)NCc3ccccc3)nc(=O)n2c1,3,-1.2,-7,2,-3,1,-3,4,0.3,4
Cc1nc(C)c(-c2ccc(SCC(=O)Nc3ccccc3)nn2)s1,-3,1.3,-23,7,1,-2,0,8,-0.1,2
Cc1cc(CNC(=O)COc2ccccc2F)c2ccccc2n1,0,0.6,-5,0,14,nt,2,1,-3.0,0
CC(C)c1ccc(NC(=O)c2ccc(NS(C)(=O)=O)cc2)cc1,-3,0.4,-8,5,-2,-1,1,2,-0.8,35
CCOC(=O)C(=CNc1ccc(Oc2cccnc2)nc1)C(=O)OCC,-2,1.2,-3,2,5,14,-2,4,-0.1,nt
COc1ccccc1NC(=O)C1=C(C)NC2=C(C(=O)CCC2)C1c1ccc(C)o1 (stereo not given),3,-6.3,-10,1,nt,1,9,4,-1.2,-30
Cc1cccc(N(C(=O)c2csnn2)C(C(=O)NC2CCCCC2)c2ccncc2)c1 (stereo not given),-1,0.5,-3,nt,-2,9,-4,-8,-0.5,25
CCOCCn1c(=NC(=O)c2ccc(S(=O)(=O)N3CCOCC3)cc2)sc2cc(S(N)(=O)=O)ccc21,1,1.1,-5,-8,-6,-2,0,-5,-3.2,-7

# Continuation:
SMILES,V-ATPase pH,CDK5 p35 inh,dFosB activator,CAL PDZ FP-1,Wnt bcat act,Rtt109 HAT inh,cardiac RTF act,Tat export inh,CAL PDZ FP-2,MITF TRPM1 HTS
COc1ccc(-n2nc(C(=O)NCC(=O)NCc3ccc(F)cc3)c3ccccc3c2=O)cc1OC,0,0.1,126*,-1,-1,-17,-12,3,-4.2,-5
COc1ccccc1CN1CCCC(CNC(=O)c2cccc3ccccc23)C1 (stereo not given),0,0.6,-12,0,0,3,-2,-2,-0.6,nt
Fc1ccccc1NC(=S)NCc1ccc2c(c1)OCO2,-1,1.0,-6,-2,2,2,-1,-4,-2.6,-6
O=C(Cc1ccc(Cl)cc1)Nc1ccc(C(=O)N2CCCCC2)cc1,-6,-3.2,5,nt,-1,2,-2,-2,-1.1,3
CCNC(=O)COc1ccc(C=O)cc1OC,2,0.6,-4,0,nt,-3,-1,-1,-1.8,1
COc1ccc(-n2nc(C(=O)NCC(=O)N3CCN(c4ccccc4F)CC3)c3ccccc3c2=O)cc1,-2,-1.0,-5,73*,15,-5,0,-5,-0.7,?
